TcdB GH inh – inhibitors of Clostridioides difficile toxin B glycohydrolase; P18177; TcdB glycohydrolase enzymatic assay, plate reader; inhibition, % at 9.99 µM; 0.24% of 350,000 active; in the data active = inhibition above about 10%
DUSP3 inh – blocks human VHR1 dual specificity phosphatase | P51452 | recombinant VHR phosphatase, pNPP absorbance | inhibition, % at 13.3 µM | 0.52% of 290,000 active | AID 1654; in the data active = inhibition above about 50%; also: some compounds called inactive have numbers as strong as hits
Target sequence (P51452 whole entry, looked up): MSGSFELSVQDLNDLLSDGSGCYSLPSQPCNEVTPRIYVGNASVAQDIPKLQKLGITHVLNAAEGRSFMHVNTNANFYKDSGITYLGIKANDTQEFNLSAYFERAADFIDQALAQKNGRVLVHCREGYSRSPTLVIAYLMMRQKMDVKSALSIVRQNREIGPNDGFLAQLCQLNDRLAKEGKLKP
Yp Topo-I inh – Y. pestis Topo-I inhibition via cleavage products | Y. pestis Topo-I cleavage product accumulation, plate reader | activity, % at 10 µM | 0.064% of 360,000 active; in the data active = activity above about 50%, passing the limit was not always enough; also: inactives centre near 2
CCHF vOTU inh – blocks the CCHF virus ovarian tumor domain protease | CCHFV vOTU protease, Pep-AMC fluorescence | inhibition, % at 11.5 µM | 0.55% of 370,000 active | AID 651958; in the data active = inhibition above about 30%; also: 0% = vehicle wells with enzyme and 100% = no enzyme wells
SSB-PriA inh – K. pneumoniae PriA-SSBct interaction inhibition. 0.6% of 430,000 active. inhibition, % at 33 µM. AID 1272365. AlphaScreen SSBct-PriA binding, biotinylated peptide; in the data active = inhibition mostly above about 37%, no sharp cut-off; inactive = mostly below about 20%;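 also: plate controls were negative control peptide for no effect and reference peptide for full effect; strong numbers were not always called active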
PrPC TRFRET – cell surface PrPC inhibition, primary TR-FRET screen; inhibition, % at 13.8 µM; P04156; 0.43% of 370,000 active; TR-FRET read-out; AID 720596; in the data active = inhibition above about 24%; also: 0% = median of the test wells and 100% = reference compound wells
Vc quorum ag – induces V. cholerae light production without autoinducers | V. cholerae BH1578 lux reporter, luminescence, 6 h | activation, % at 18.7 µM | 0.16% of 350,000 active | AID 588436; in the data active = activation mostly above about 9.7%, no sharp cut-off; also: not every result past the cut was called active; inactives centre near 0; reference of the scale not given here
MazF activator – increases E. coli MazEF RNase cleavage of RNA | 0.32% of 350,000 active | FAM/BHQ RNA-DNA oligo cleavage fluorescence, 5 h | P0AE70 | activation, % at 20 µM; in the data active = activation above about 50%
Target sequence (P0AE70 whole entry, looked up): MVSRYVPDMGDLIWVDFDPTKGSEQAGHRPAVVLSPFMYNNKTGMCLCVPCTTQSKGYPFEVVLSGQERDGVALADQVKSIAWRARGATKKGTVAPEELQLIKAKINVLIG
Rv3671c inh – Rv3671c (M. tuberculosis) protease inhibition | P9WHR9 | inhibition, % at 5.96 µM | AID 2606 | 0.048% of 320,000 active; in the data active = inhibition above about 38%;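 also: extracellular domain of Rv3671c used as enzyme; 0% = enzyme with DMSO and 100% = no enzyme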
Target sequence (P9WHR9 whole entry, looked up, the tested form may be a part): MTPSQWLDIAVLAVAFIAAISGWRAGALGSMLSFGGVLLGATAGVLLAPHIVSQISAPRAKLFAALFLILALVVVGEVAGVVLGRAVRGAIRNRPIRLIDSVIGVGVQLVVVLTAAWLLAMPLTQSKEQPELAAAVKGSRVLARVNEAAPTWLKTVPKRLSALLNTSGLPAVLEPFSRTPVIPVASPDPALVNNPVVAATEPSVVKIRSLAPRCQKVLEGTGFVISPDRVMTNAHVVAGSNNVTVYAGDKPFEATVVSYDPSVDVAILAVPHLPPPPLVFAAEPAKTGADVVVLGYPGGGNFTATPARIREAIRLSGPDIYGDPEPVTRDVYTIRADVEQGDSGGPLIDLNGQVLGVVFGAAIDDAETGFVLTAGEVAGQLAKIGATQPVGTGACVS
SARS 3CLpro inh – SARS-CoV 3CLpro protease inhibition; recombinant SARS-CoV 3CLpro, quenched FRET peptide cleavage; inhibition, % at 6 µM; P0C6X7; 0.14% of 290,000 active; in the data active = inhibition above about 12%
Starred values were filed as active, the others as inactive; i = inactive; . = not tested or not shown; & = joins results of further samples. A portion of the library; rates above refer to the full screens.

1	CCCOc1ccccc1Cn1c(=O)oc2ccc(C)cc21
2	CCN(c1ccccc1)S(=O)(=O)c1ccc(OC)c(NC(=O)Cn2cnc3c2c(=O)n(C)c(=O)n3C)c1
3	CCNc1nc(NCC)n2c(SCC(=O)O)nnc2n1
4	CC1N(C)c2cc(NC(=O)c3cccs3)c(P(=O)(Nc3ccc([N+](=O)[O-])cc3)N3CCOCC3)cc2C1(C)C (stereo unspecified)
5	CC(C)CC(=O)Nc1ccc(S(=O)(=O)N2CCCC2)cc1
6	COc1ccc(CN([C@H](C)CO)S(=O)(=O)N(Cc2ccccc2)[C@H](CO)C(C)C)cc1
7	CC(C)(C)n1nc2c(c1NC(=O)c1cc([N+](=O)[O-])ccc1Cl)CS(=O)(=O)C2
8	CNc1ccccc(-c2ccc3cc4c(cc3n2)OCO4)c1=O

assay / compound | 1 | 2 | 3 | 4 | 5 | 6 | 7 | 8
TcdB GH inh | . | 0.1 | . | 0.4 | 1.0 | 3.5 | 1.5 | 0.1
DUSP3 inh | 8 | 27 | -5 | 27 | 15 | . | -36 | -11
Yp Topo-I inh | 31 | -9 | 5 | 6 | -18 | 11 | -3 | 5
CCHF vOTU inh | 16 | -5 | -2 | 7 | 8 | 7 | 1 | 2
SSB-PriA inh | -9 | -1 | -10 | -6 | -7 | -6 | -5 | 3
PrPC TRFRET | -3 | 2 | -1 | 5 | 9 | 1 | -6 | 0
Vc quorum ag | i | -0.2 | i | -0.3 | 0.3 | -0.4 | i | -0.2
MazF activator | -1 | -2 | 1 | -5 | -2 | 1 | 0 | 1
Rv3671c inh | -9 | -1 | 4 | -7 | 7 | -3 | 2 | 17
SARS 3CLpro inh | -3 | 0 | 2 | -1 | 2 | . | 3 | 0

Reformatted with values under each structure: three of the compounds above.
Each structure is followed by: TcdB GH inh, DUSP3 inh, Yp Topo-I inh, CCHF vOTU inh, SSB-PriA inh, PrPC TRFRET, Vc quorum ag, MazF activator, Rv3671c inh, SARS 3CLpro inh
(4) CC1N(C)c2cc(NC(=O)c3cccs3)c(P(=O)(Nc3ccc([N+](=O)[O-])cc3)N3CCOCC3)cc2C1(C)C (stereo unspecified)
  0.4, 27, 6, 7, -6, 5, -0.3, -5, -7, -1
(5) CC(C)CC(=O)Nc1ccc(S(=O)(=O)N2CCCC2)cc1
  1.0, 15, -18, 8, -7, 9, 0.3, -2, 7, 2
(7) CC(C)(C)n1nc2c(c1NC(=O)c1cc([N+](=O)[O-])ccc1Cl)CS(=O)(=O)C2
  1.5, -36, -3, 1, -5, -6, i, 0, 2, 3

(more compounds)
9	C=C1CCC[C@]2(C)C[C@H]3OC(=O)C(CN(C)CC(OC)OC)[C@H]3CC12 (stereo partly specified)
10	Cc1ccc(-c2csc(NS(=O)(=O)c3cccc(F)c3)n2)o1
11	O=C(NNC(=S)NCc1ccc(Cl)cc1)c1cccnc1
12	COc1cccc(S(=O)(=O)N(C)C[C@@H]2Oc3ncc(C#CCN(C)C)cc3C(=O)N([C@H](C)CO)C[C@H]2C)c1
13	O=C(NCCc1ccccc1)c1ccc(CS(=O)(=O)c2ccc(Cl)cc2)o1
14	O=C(COc1ccccc1)Nc1ccc([N+](=O)[O-])cc1
15	COc1ccc(C(=O)Nc2ccc(N3CCCCCC3)cc2)cc1S(=O)(=O)N1CCOCC1
16	CCCCN(C)C(=O)c1sc(=O)n(CC(=O)c2ccccc2OC)c1C

assay / compound | 9 | 10 | 11 | 12 | 13 | 14 | 15 | 16
TcdB GH inh | -2.3 | -0.8 | 1.3 | 0.0&-0.2&0.3 | 2.8 | 0.0 | 1.6 | 0.0
DUSP3 inh | 20 | . | 24 | . | 22 | -1 | . | .
Yp Topo-I inh | -11 | 7 | -2 | 1 | 16 | 1 | 40 | 4
CCHF vOTU inh | 18 | 15 | -4 | -1 | 3 | 2 | 5 | -2
SSB-PriA inh | 5 | -5 | -21 | . | -2 | -8 | 16 | .
PrPC TRFRET | 8 | 7 | 8 | -9 | 1 | -5 | 13 | -11
Vc quorum ag | i | -4.3 | 0.5 | i | -0.7 | -0.5 | -5.2 | -0.4
MazF activator | 2 | -5 | -4 | 2 | 2 | -2 | 12 | .
Rv3671c inh | 1 | 7 | 5 | . | -8 | 3 | 2 | .
SARS 3CLpro inh | 7 | . | -4 | . | 3 | 0 | . | .

17	COc1cccc(NC(=O)Nc2ccc(CC(=O)O)cc2)c1
18	CCn1cc(C(=O)O)c(=O)c2cc(F)c(N3CCN(C(=S)NC(=O)c4ccc(F)c(F)c4)CC3)cc21
19	COC(=O)c1ccc(NC(=O)Cn2nc(C(=O)Nc3ccc(C)cc3)ccc2=O)cc1
20	Cc1ccc(C)c(NC(=O)CN2C(=O)NC(C)(c3ccc4c(c3)OCCO4)C2=O)c1 (stereo unspecified)
21	COc1cc(C)ccc1OCC(=O)Nc1nnc(C2CC2)s1
22	CC(C)CCNC(=O)CN(CC1CCCO1)C(=O)CCC(=O)Nc1nccs1 (stereo unspecified)
23	O=C(C=Cc1ccccc1)NCCNC(=O)C=Cc1ccccc1
24	Cn1c(SCc2ccccc2)nccc1=O

assay / compound | 17 | 18 | 19 | 20 | 21 | 22 | 23 | 24
TcdB GH inh | 0.8 | 4.6 | 0.6 | -0.3 | 3.4 | . | -0.3 | -5.6
DUSP3 inh | 3 | -4 | -1 | . | . | -2 | . | .
Yp Topo-I inh | -10 | 18 | 1 | 5 | -2 | -5 | 5 | -6
CCHF vOTU inh | -7 | -15 | -1 | -2 | 22 | 15 | 5 | 2
SSB-PriA inh | 4 | -6 | -4 | 2 | 1 | -9 | -11 | -11
PrPC TRFRET | 1 | 2 | 1 | -2 | -5 | -1 | 9 | -6
Vc quorum ag | -0.2 | i | -0.9 | i | -1.5 | i | i | -5.9
MazF activator | -2 | -6 | -21 | 0 | -1 | 4 | 1 | 7
Rv3671c inh | 1 | -6 | -15 | -9 | 7 | 6 | . | .
SARS 3CLpro inh | -6 | -3 | -2 | . | . | 6 | . | .

25	Cc1cccc(/C=N/NC(=O)CC(=O)NCCc2ccccc2)c1
26	O=C1c2cccnc2C(=O)N1c1ccccc1-c1ccccc1
27	COc1ccc(OCC(=O)N/N=C2/C=C(C)CC2)cc1
28	NCCCCCNC(=O)c1[nH]cnc1C(=O)N[C@@H](Cc1ccccc1)C(=O)OCc1ccccc1
29	COc1ccc(NC(=O)c2ccco2)cc1NC(=O)c1c(OC)cccc1OC
30	O=C(O)CC1(CC(=O)Nc2ccc(Oc3cccc(C(F)(F)F)c3)nc2)CCCC1
31	CS(=O)(=O)N(CC(=O)NCc1cccnc1)C1CCCCC1
32	CCOc1ccc(-c2cccc(NS(=O)(=O)c3ccc([N+](=O)[O-])cc3)c2)nn1

assay / compound | 25 | 26 | 27 | 28 | 29 | 30 | 31 | 32
TcdB GH inh | -0.9 | . | 2.0 | 1.8 | 0.4 | -3.1 | -0.1 | 0.8
DUSP3 inh | . | 28 | -14 | . | -25 | 20 | 4 | .
Yp Topo-I inh | 9 | 2 | -8 | -13 | -2 | 1 | -2 | -1
CCHF vOTU inh | 0 | -7 | -2 | 7 | 8 | -3 | 1 | 1
SSB-PriA inh | . | 1 | . | 0 | 0 | -8 | 3 | -7
PrPC TRFRET | 2 | 0 | 6 | -2 | -8 | 2 | -3 | -11
Vc quorum ag | -0.1 | -0.1 | i | -7.1 | -0.5 | -0.7 | -1.4 | i
MazF activator | 10 | 0 | 7 | 13 | 6 | -4 | 7 | -5
Rv3671c inh | 9 | 6 | -7 | -3 | -3 | 4 | -2 | 0
SARS 3CLpro inh | . | 2 | -3 | . | -2 | 1 | -1 | .

33	Cc1ccc(CN2CCNC(=O)C2CC(=O)NCc2cc(C)n(C)n2)cc1 (stereo unspecified)
34	CC(=O)c1c(C)[nH]c(C(=O)COC(=O)c2nccnc2N)c1C
35	Cc1cccc(NC(=S)Nc2cccc3ccccc23)c1
36	CCc1nnc(NC(=O)c2cc(S(=O)(=O)N(CC)CC)ccc2Cl)s1
37	COc1ccc(NC(=O)Cc2csc(NC(=O)Nc3ccccc3OC)n2)cc1
38	CC(=O)c1ccc(S(=O)(=O)NCCC(=O)OCC(=O)N(Cc2ccccc2)C(C)(C)C)cc1
39	COc1cc(/C=N\NC(=O)c2ccc(-c3ccccc3)cc2)cc(Br)c1O
40	O=c1[nH][nH]c(-c2ccccc2)c1C=Nc1ccccc1Cl

assay / compound | 33 | 34 | 35 | 36 | 37 | 38 | 39 | 40
TcdB GH inh | -0.5 | 1.3 | 0.3 | 0.7 | 2.2 | 0.0 | -0.6 | .
DUSP3 inh | -29 | . | 19 | -10 | . | . | -2 | 24
Yp Topo-I inh | 7 | 3 | 8 | 8 | -13 | 22 | 1 | 4
CCHF vOTU inh | -16 | -80 | -3 | 6 | -4 | 18 | 6 | -5
SSB-PriA inh | -7 | 1 | 33 | -4 | . | 1 | . | -7
PrPC TRFRET | 1 | -5 | 2 | -1 | 3 | 5 | 4 | -5
Vc quorum ag | -4.3 | i | i | -2.2 | -0.8 | i | -3.2 | -0.4
MazF activator | 1 | 7 | 4 | 9 | -9 | 0 | 2 | 0
Rv3671c inh | 10 | 11 | -6 | -10 | . | -4 | 18 | 1
SARS 3CLpro inh | 3 | . | 6 | 3 | . | . | -2 | 1

41	C=CCN1C(=O)NC(=O)C(CCc2ccncc2)(CCc2ccncc2)C1=O
42	N#Cc1c(-c2cccnc2)c2c([nH]c1=S)CCCC2
43	CS(=O)(=O)c1ccc(-n2c(=O)n(Cc3ccccc3)c(=O)c3[nH]cnc32)cc1
44	Cc1cccc(NS(=O)(=O)c2cccs2)c1
45	COC(=O)c1cc(OC)c(OC)cc1NC(=O)CC1CCCCC1
46	Cc1ccc(NC(=O)CSc2nc(=O)n(CCN3CCOCC3)c3c2CCCC3)cc1
47	Cc1ccc(NS(=O)(=O)c2ccccc2[N+](=O)[O-])cc1S(=O)(=O)N1CCCCC1
48	COC(=O)c1ccc(N2C(=O)CC(Sc3n[nH]c(C)n3)C2=O)cc1 (stereo unspecified)

assay / compound | 41 | 42 | 43 | 44 | 45 | 46 | 47 | 48
TcdB GH inh | 0.3 | . | -0.3 | . | 0.5 | 1.6 | 0.7 | .
DUSP3 inh | 15 | 5 | -1 | 24 | -19 | . | . | 4
Yp Topo-I inh | -2 | -2 | -1 | 5 | 15 | 10 | 3 | -4
CCHF vOTU inh | -8 | -11 | -2 | -5 | -2 | 3 | -6 | 0
SSB-PriA inh | -17 | -3 | 5 | -6 | -10 | -3 | 5 | 0
PrPC TRFRET | 1 | -5 | 0 | 4 | 1 | 7 | 6 | 1
Vc quorum ag | -0.2 | i | 3.0 | -0.7 | i | i | i | -0.3
MazF activator | -2 | 4 | 3 | 2 | 0 | 9 | 0 | -5
Rv3671c inh | 0 | -4 | -5 | 9 | -3 | -1 | -2 | -1
SARS 3CLpro inh | 3 | -2 | 0 | -6 | 0 | . | . | 0

49	NC(=O)CC1C(=O)N(c2ccc(Cl)cc2)C(=S)N1NC(=O)c1cccc(F)c1 (stereo unspecified)
50	CCc1ccc(C)c(OC(=O)c2cncc(Br)c2)c1
51	CCN(CC)CCn1c2c(c(SCC(=O)Nc3ccc(F)c(F)c3)nc1=O)CCC2
52	CCOc1ccccc1C1C(C#N)=C(N)Oc2cc(C)n(Cc3ccccn3)c(=O)c21 (stereo unspecified)
53	CCOC(=O)c1cccc(NC(=O)c2ccc(NC(=O)C3CCCO3)cc2)c1 (stereo unspecified)
54	N#Cc1cccc(NS(=O)(=O)c2ccccc2Cl)c1
55	CC1CC(Nc2ccccc2N)=CC(=O)O1 (stereo unspecified)

assay / compound | 49 | 50 | 51 | 52 | 53 | 54 | 55
TcdB GH inh | -0.8 | 0.7 | 0.7 | . | 0.3 | -1.8 | .
DUSP3 inh | . | 11 | . | 23 | 2 | . | 9
Yp Topo-I inh | -5 | 12 | -3 | -1 | 16 | -7 | 6
CCHF vOTU inh | -15 | 14 | 4 | -3 | -6 | 6 | 3
SSB-PriA inh | 3 | -57 | -6 | 5 | -3 | -1 | 7
PrPC TRFRET | 3 | 3 | 0 | -6 | 2 | -8 | 3
Vc quorum ag | i | -0.2 | -0.3 | -0.7 | i | i | -3.4
MazF activator | 2 | 4 | 5 | 0 | 11 | 6 | 3
Rv3671c inh | -5 | 2 | 4 | -3 | -10 | -1 | -4
SARS 3CLpro inh | 4 | -1 | . | -1 | -1 | . | 3
